TAAR1 ag – human TAAR1 agonists, primary screen, Fluo-8 calcium fluorescence, CHO RD-HGA16 cells | Trace amine-associated receptor 1 (Homo sapiens), Q96RJ0 | vehicle wells 0%, saturating PEA agonist 100% | activation, % at 3 µM | actives 0.99% (n = 360,000);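 active means activation above the mean activation of all test compounds in the run plus 3 SD, cut at about 38% in these data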
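System: CHO-derived RD-HGA16 cells with stable Gα16 and human TAAR1 / Times: 17-24 h plating, Fluo-8 75 min 37 °C, 30 min RT / Technique: calcium-sensitive Fluo-8 signal, excitation 470-495, emission 515-575 nm / Measure: % activation relative to PEA EC100 response / Benchmarks: DMSO and PEA EC100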
CHRM5 antagonist – human M5 muscarinic receptor antagonists, primary screen, CHO cells, Fluo-8 calcium fluorescence; Muscarinic acetylcholine receptor M5 (Homo sapiens), P08912; AID 624040, 2012; inhibition, % at 3 µM; actives 0.59% (n = 360,000); CHO-hM5 cells, ACh EC80;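 active means inhibition above a per-plate cutoff, the mean of that plate's test compounds plus 3 SD, cut at about 27% in these data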;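 further: 0% = acetylcholine EC80 with DMSO and 100% = DMSO without agonist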
Target sequence (P08912 whole entry, looked up): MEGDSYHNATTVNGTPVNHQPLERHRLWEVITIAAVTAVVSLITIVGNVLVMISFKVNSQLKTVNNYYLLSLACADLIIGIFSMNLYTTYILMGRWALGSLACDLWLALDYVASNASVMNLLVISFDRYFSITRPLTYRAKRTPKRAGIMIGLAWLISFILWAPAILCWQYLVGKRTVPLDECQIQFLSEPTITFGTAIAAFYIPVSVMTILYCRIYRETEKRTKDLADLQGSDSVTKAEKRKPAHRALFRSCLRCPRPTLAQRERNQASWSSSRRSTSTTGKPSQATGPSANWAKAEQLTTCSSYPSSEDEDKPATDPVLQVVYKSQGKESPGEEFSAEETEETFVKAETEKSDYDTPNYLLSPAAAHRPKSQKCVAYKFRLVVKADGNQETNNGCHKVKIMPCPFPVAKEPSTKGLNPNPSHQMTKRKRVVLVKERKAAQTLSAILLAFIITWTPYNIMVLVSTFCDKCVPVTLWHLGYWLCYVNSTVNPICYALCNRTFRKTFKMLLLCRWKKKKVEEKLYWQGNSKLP
M1 antag – human M1 muscarinic receptor antagonists, primary screen, CHO-K1 cells, Fluo-8 calcium fluorescence, 1536-well | Muscarinic acetylcholine receptor M1 (Homo sapiens), P11229 | CHO-K1 hM1, ACh EC80 antagonist | inhibition, % at 3 µM | actives 1.3% (n = 360,000) | AID 588852, 2011;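 active means percent inhibition above its own plate's cutoff, namely the mean of that plate's compound wells plus 3 SD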;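 further: peak over basal fluorescence ratio during 140 s after agonist addition; 0% = ACh EC80 plus DMSO and 100% = DMSO alone without agonist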
CHRM4 agonist – human M4 muscarinic receptor agonists, primary screen, CHO-K1 cells, Fluo-8 calcium fluorescence; Muscarinic acetylcholine receptor M4 (Homo sapiens), P08173; CHO-K1 hM4/Gqi5; vehicle 0%, full acetylcholine response 100%; activation, % at 3 µM; actives 0.14% (n = 360,000); AID 624127, 2012;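 active means activation above the run mean over all test wells plus 3 SD, cut at about 32% in these data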;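 further: peak over basal fluorescence ratio per well then scaled between controls; 0% = DMSO wells and 100% = acetylcholine at EC100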
Target sequence (P08173 whole entry, looked up): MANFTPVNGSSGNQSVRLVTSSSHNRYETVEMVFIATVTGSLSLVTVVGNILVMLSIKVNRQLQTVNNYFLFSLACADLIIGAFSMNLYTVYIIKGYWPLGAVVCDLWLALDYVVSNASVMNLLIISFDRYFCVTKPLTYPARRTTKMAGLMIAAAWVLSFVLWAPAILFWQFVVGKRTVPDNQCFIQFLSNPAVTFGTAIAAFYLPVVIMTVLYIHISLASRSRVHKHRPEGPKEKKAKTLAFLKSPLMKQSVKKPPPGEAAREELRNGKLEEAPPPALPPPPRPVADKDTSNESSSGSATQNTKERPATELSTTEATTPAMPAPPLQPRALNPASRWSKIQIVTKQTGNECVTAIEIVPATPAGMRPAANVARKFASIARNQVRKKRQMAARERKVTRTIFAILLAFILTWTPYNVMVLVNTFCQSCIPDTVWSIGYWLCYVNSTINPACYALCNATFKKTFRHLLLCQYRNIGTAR
M5 PAM – human M5 muscarinic receptor positive allosteric modulators, primary screen, CHO-K1 cells, Fluo-8 calcium fluorescence; Muscarinic acetylcholine receptor M5 (Homo sapiens), P08912; CHO-K1 hM5, ACh EC20 PAM; 0% = ACh EC20, 100% = ACh EC100; activation, % at 3 µM; actives 0.3% (n = 360,000);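 active means activation above the run cutoff, the mean activation of all test compounds plus 3 SD, cut at about 18% in these data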
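Assay system: CHO-K1 hM5 cells. Also added: acetylcholine at EC20 concentration, added after compound. Dosing: 3 µM, single dose. Times: compound preincubation 140 s before EC20 acetylcholine addition. Signal: Fluo-8 calcium fluorescence. Measure: % activation relative to EC20 and EC100 ACh responses. Repeats: singlicate, one well per test compound.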
CHRM5 agonist – human M5 muscarinic receptor agonists, primary screen, CHO-K1 cells, Fluo-8 calcium fluorescence; actives 0.19% (n = 360,000); activation, % at 3 µM; Muscarinic acetylcholine receptor M5 (Homo sapiens), P08912; AID 624037, 2012; CHO-K1 hM5 cells; 0% DMSO wells, 100% maximal acetylcholine response;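 active means activation above the run's mean over test compounds plus 3 SD, cut at about 23% in these data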;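 further: signal is peak over basal fluorescence ratio across the kinetic read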
M1 PAM – human M1 muscarinic receptor positive allosteric modulators, primary screen, CHO-K1 cells, Fluo-8 calcium fluorescence, 1536-well; Muscarinic acetylcholine receptor M1 (Homo sapiens), P11229; AID 588819, 2011; activation, % at 3 µM; CHO-K1 hM1, ACh EC20; 0% = ACh EC20, 100% = maximal ACh; actives 0.088% (n = 360,000); in the data active means activation above about 19%, passing the limit was not always enough
CHRM4 antagonist – human M4 muscarinic receptor antagonists, primary screen, CHO cells, Fluo-8 calcium fluorescence; Muscarinic acetylcholine receptor M4 (Homo sapiens), P08173; CHO-hM4 cells, ACh EC80; inhibition, % at 3 µM; actives 0.73% (n = 360,000); AID 624125, 2012;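 active means inhibition above its plate's cutoff, the mean inhibition of sample wells plus 3 SD, cut at about 27% in these data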;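 further: 0% = acetylcholine EC80 with DMSO and 100% = DMSO without agonist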
M1 ag – human M1 muscarinic receptor agonists, primary screen, Fluo-8 calcium fluorescence, CHO-K1 cells, HTS; AID 588814, 2011; actives 0.33% (n = 360,000); activation, % at 3 µM; CHO-K1 hM1, agonist mode; 0% DMSO, 100% acetylcholine EC100;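 active means activation above the run's mean compound activation plus 3 SD, cut at about 16% in these data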;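 further: peak over basal fluorescence ratio within a 140 s kinetic read after compound addition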
Starred values were filed as active, the others as inactive; x = not tested or not shown.

No. | Structure | TAAR1 ag | CHRM5 antagonist | M1 antag | CHRM4 agonist | M5 PAM | CHRM5 agonist | M1 PAM | CHRM4 antagonist | M1 ag
1 | CC1CN(C(=O)/C(=C/c2ccco2)NC(=O)c2ccccc2)CC(C)O1 (centres undefined) | 12 | 9 | -14 | 3 | 1 | -3 | 15 | -1 | 0
2 | COC(=O)C1=C(C(=O)OC)[C@@H]2N(C)c3ccc(OC)cc3[C@@]23C[C@@H](C(=O)OC)N(C(=O)NC2CCCCC2)C3=N1 | -1 | 2 | -5 | 1 | 3 | -2 | 5 | 9 | -7
3 | CCCCCN(C(=O)CCC(=O)OCC(=O)N1CCCCC1C)c1c(N)n(CCCC)c(=O)[nH]c1=O (centres undefined) | 1 | 2 | -5 | 1 | 1 | -2 | 3 | 7 | -3
4 | O=C(CSc1nnc(-c2ccccc2F)n1C1CC1)N1CCCC1 | 0 | 0 | -2 | 1 | 2 | 1 | 2 | 5 | -4
5 | N=c1oc2cc(O)ccc2cc1C(=O)Nc1ccc(Br)cc1 | 3 | -12 | -17 | 1 | 2 | 9 | 14 | 3 | 0
6 | C/C(=N\NC(=O)C(N)=O)c1ccc(O)cc1O | 1 | -2 | 7 | 1 | 6 | -1 | 4 | -4 | -2
7 | CCOC(=O)C1CCN(CC(=O)N2CCc3ccccc32)CC1 | 0 | 1 | 22 | 1 | 7 | -4 | -21 | 4 | -15
8 | O=C(CC12CC3CC(CC(C3)C1)C2)N1CCOCC1 | 3 | -9 | -27 | 1 | 2 | 2 | 4 | 0 | -1
9 | COc1ccc(/C=C/c2cc(O)cc(OC3OC(CO)C(O)C(O)C3O)c2)cc1 (centres undefined) | 7 | -3 | -18 | 0 | -2 | 1 | -6 | -7 | -2
10 | O=C(Nc1ccc(F)cc1F)c1ccc(S(=O)(=O)N2CCCCC2)cc1 | 0 | -5 | 3 | 4 | 2 | -1 | 0 | -5 | -3
11 | Cc1ccc(C2=NOC(C)(c3nnc(Cc4ccccc4)o3)C2)cc1 (centres undefined) | 3 | -3 | -1 | 1 | 1 | 2 | 1 | -7 | -3
12 | CC1CCCC(NC(=O)CN2CCN(S(=O)(=O)c3ccc(Br)s3)CC2)C1C (centres undefined) | 0 | 3 | -4 | 7 | -6 | 3 | 6 | 4 | -1
13 | COc1ccc(CN2CCN(C(C)C)C(CCO)C2)cc1Cn1cccn1 (centres undefined) | -1 | 5 | -6 | 0 | 1 | -2 | 13 | -1 | -9
14 | COCc1cc(/C=N\NC(=O)Cc2ccc(OC)cc2)ccc1OC | -1 | 1 | -1 | 0 | -3 | -3 | 3 | 3 | -5
15 | N#Cc1ccccc1NC(=O)c1ccccc1OCC(=O)Nc1ccc2c(c1)oc1ccccc12 | 11 | -5 | -25 | 2 | 0 | 0 | 4 | -1 | 1
16 | Cn1c(NC(=O)/C=C/c2ccco2)cc(=O)n(C)c1=O | 2 | -4 | -6 | 0 | -2 | 0 | 10 | 0 | -7
17 | O=C(O)CC/C(=N/NC(=O)CNC(=O)Cc1ccccc1)c1ccccc1 | 0 | 12 | 0 | 0 | -19 | -3 | 6 | 9 | -1
18 | COc1ccc(CC(=O)NC(C)c2nnc(SCC(=O)Nc3ccccc3)n2C)cc1 (centres undefined) | 0 | 12 | -10 | 1 | -1 | 2 | 7 | -1 | -4
19 | S=C(Nc1ccc(Oc2ccccc2)cc1)NC1CCCC1 | 10 | 8 | -6 | 3 | -5 | -2 | -2 | 7 | -10
20 | Cc1ccccc1NC(=O)C1C2/C=C\CCCCC21 (centres undefined) | 3 | 14 | 4 | 10 | -11 | 0 | 2 | -5 | -7

No. | Structure | TAAR1 ag | CHRM5 antagonist | M1 antag | CHRM4 agonist | M5 PAM | CHRM5 agonist | M1 PAM | CHRM4 antagonist | M1 ag
21 | CCOCCCNC(=O)CCn1ccc2cc(S(=O)(=O)N3CCCC3)ccc21 | 2 | -1 | -3 | 0 | 4 | -2 | 4 | -6 | -3
22 | Cc1cccc(C(=O)NNC(=O)C(=O)NC(C)(C)C)c1 | 8 | -4 | -23 | 0 | 2 | -1 | 6 | 4 | -2
23 | Cc1ccc(-c2cc(C(F)(F)F)c(C#N)c(SCCC#N)n2)o1 | -2 | 3 | -1 | 2 | 1 | 1 | -2 | 6 | -9
24 | CC(C)[C@H](NC(=O)OCc1ccccc1)C(=O)OCC(=O)N1CCCCC1 | 1 | 18 | -9 | 0 | -1 | 2 | 2 | 8 | -5
25 | CCOc1ccc(CCNC(=O)c2ccc(NC3=NC4CS(=O)(=O)CC4S3)cc2)cc1 (centres undefined) | 1 | 12 | -11 | -2 | -3 | -2 | 6 | 7 | -3
26 | CCCS(=O)(=O)NC(=O)C1(C)CCCN(C(=O)c2cccc(OC(F)(F)F)c2)C1 (centres undefined) | 2 | -5 | -10 | 0 | 2 | -1 | 9 | -7 | -2
27 | O=C(Cn1cc(/C=N/NC(=O)c2cccc(C(F)(F)F)c2)c2ccccc21)Nc1ccc(F)cc1 | 11 | 3 | -6 | 3 | -4 | 1 | 3 | 0 | -1
28 | Cc1ccccc1S(=O)(=O)N(C)C[C@H]1OCc2cnnn2CCCC(=O)N([C@@H](C)CO)C[C@H]1C | 1 | -6 | 16 | 1 | 6 | 0 | -14 | 3 | -3
29 | CCc1ccccc1N1CN(Cc2ccco2)CNC1=S | 0 | -5 | -2 | 15 | -10 | 4 | 2 | -4 | -3
30 | CCn1ncc(/C=N/O)c1C | 0 | -10 | -5 | 0 | 4 | -4 | 4 | -2 | -4
31 | COc1ccc2c(c1)OC[C@H]1[C@H]2N2C(=O)c3cc(C)ccc3NC(=O)[C@@]2(C)[C@H]1c1ccccc1 | x | -3 | 17 | 0 | 0 | 3 | -7 | 23 | -4
32 | CCCCN(CC)C(=O)c1cc2cc3ccc(OC)cc3nc2o1 | 7 | -1 | -8 | 3 | 42* | 17 | 5 | 5 | -1
33 | CC(=O)NCCc1c(C)n(Cc2ccccc2)c2ccccc12 | 3 | 0 | -8 | 1 | -3 | 0 | 6 | -1 | -2
34 | Cn1cc(CNC(=O)c2cc(-c3ccccc3)nc3ccc(Br)cc23)cn1 | 10 | 15 | 9 | 4 | -13 | -1 | -10 | -7 | -8
35 | Cn1c(=O)c(C(=O)Nc2ncccn2)c(O)c2ccccc21 | 5 | 1 | -6 | 0 | -6 | -2 | 2 | -2 | -1
36 | CC1Cc2ccccc2N1Cc1nc2cc(C(F)(F)F)ccc2c(=O)[nH]1 (centres undefined) | -1 | 16 | 5 | 1 | 3 | -3 | 1 | 7 | -4
37 | COc1ccc(C(=O)NCc2nnc(SCC(=O)N3CCCC3)o2)cc1OC | 3 | 3 | -28 | 2 | -3 | 0 | 16 | -10 | 1
38 | Cc1cccc(C)c1NC(=O)C1c2ccccc2OCC(=O)N1Cc1cccnc1 (centres undefined) | 0 | 8 | x | 1 | -4 | 2 | x | -10 | x
39 | CCOC(=O)C(C)n1cnc2scc(-c3ccc(C)c(C)c3)c2c1=O (centres undefined) | -2 | 5 | 6 | -1 | 2 | -9 | -9 | 4 | -8
40 | COc1ccc(/C=C/C(=O)Nc2ccccc2C)cc1S(=O)(=O)N1CCOCC1 | 3 | 0 | -7 | 6 | -1 | 2 | 3 | 6 | -2

No. | Structure | TAAR1 ag | CHRM5 antagonist | M1 antag | CHRM4 agonist | M5 PAM | CHRM5 agonist | M1 PAM | CHRM4 antagonist | M1 ag
41 | Cc1cccc(CCNS(=O)(=O)c2ccc3c(c2)n(C)c(=O)c(=O)n3C)c1 | 39* | 6 | -13 | 1 | -3 | 3 | 8 | 2 | -3
42 | O=C(CSCCO)Nc1cccc2ccccc12 | 5 | 2 | -5 | 1 | 3 | 1 | 7 | -7 | -3
43 | Cc1c(C(=O)Nc2ccc3oc(-c4cccnc4)nc3c2)oc2ccccc12 | 29 | 2 | -1 | 4 | -4 | 3 | 2 | 13 | -1
44 | Cc1nc2c(OCc3ccc(C#N)cc3)cccn2c1N(C)C(=O)CCC1CCCC1 | 9 | 9 | 40* | 12 | -15 | 2 | -32 | 5 | 1
45 | Cc1cc(N(CC(=O)NC(C)C)S(C)(=O)=O)ccc1Br | 4 | -2 | -5 | 1 | 13 | -4 | 6 | -2 | -8
46 | CC(C)N1CCN(Cc2ccc3c(c2)Cc2ccccc2-3)CC1CCO (centres undefined) | 5 | 19 | 20 | 6 | -8 | -5 | -19 | 0 | -9
47 | COc1ccc(-c2cn3c(C)c(C(=O)Nc4ccncc4)sc3n2)cc1 | 9 | 3 | 0 | 23 | -10 | 9 | -7 | -9 | 2
48 | Cc1cc(N2CCN(C)CC2)nc2ccc(NC(=O)CCC(=O)N3CCN(c4ccc([N+](=O)[O-])cc4)CC3)cc12 | -5 | 1 | -6 | 2 | 3 | -5 | 1 | 14 | -14
49 | CCOC(=O)N1CCC(NC(=O)CC(NS(=O)(=O)c2ccc(C)cc2)c2ccco2)CC1 (centres undefined) | 6 | 1 | -22 | 0 | -4 | -3 | 4 | 4 | -4
50 | COc1ccc(S(=O)(=O)NNC(=S)NCCc2ccccc2)c(OC)c1 | 49* | 11 | -11 | 1 | -2 | -3 | 12 | -1 | -3
51 | O=C(c1ccccc1)N1CCN(CC(O)COC2CCCCC2)CC1 (centres undefined) | 1 | -4 | 22 | 1 | 3 | -8 | -17 | -3 | -11
52 | Cc1ccc(NC(=O)CSc2nnc(COc3ccc(C#N)cc3)n2-c2ccccc2)cc1C | 2 | 1 | 3 | 0 | -5 | -6 | 3 | -14 | -2
53 | CCc1ccc(N2CC(O)=C(c3nc4ccccc4c(=O)[nH]3)C2=N)cc1 | 7 | -3 | 1 | 1 | -6 | -4 | 6 | 6 | -9
54 | O=C(OCc1nnc(-c2ccccc2)o1)c1cccc(S(=O)(=O)N2CCOCC2)c1 | 2 | -1 | -4 | 4 | -1 | -1 | 4 | -2 | -3
55 | CCOc1ccc2nc(N3CCC(C(=O)NC4CCCCC4)CC3)sc2c1 | 1 | 3 | -14 | 2 | 9 | 1 | 20 | 2 | 3
56 | Cc1cc(C)c2c(CC(=O)NC3CCS(=O)(=O)C3)coc2c1 (centres undefined) | 0 | 15 | -9 | 0 | -7 | -5 | 10 | 2 | -2
57 | O=C(CSc1cccc[n+]1[O-])N1CCCc2ccccc21 | 0 | 1 | 1 | 1 | 0 | 0 | 5 | 3 | -6
58 | FC(F)(F)c1ccc(CN2C[C@@H]3C(c4ccc(Cl)nc4)C4(c5ccccc5)CC3(C4)[C@H]2c2ccccc2)cc1 (some centres undefined) | 1 | 14 | 8 | 1 | -5 | 0 | -9 | 11 | -5

High-throughput results deposited in PubChem BioAssay by The Scripps Research Institute Molecular Screening Center.

A portion of the library; count on the stated rates, not on these rows.
